Bioassay records (PubChem)
B2AR arrestin ag – beta-arrestin recruitment by human beta2-adrenergic receptor ligands | AID 1347077 | 44,000 tested, under 10 active | HTLA Tango cells, beta-arrestin recruitment, luciferase luminescence, 18 h | Potency, µM (highest dose often 46.1 µM), for inactives: top-dose activation, hits mostly activators | P07550;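 further: potency means the concentration at half of the fitted maximal effect; 0% = DMSO and full agonism = EC100 isoproterenol or metaproterenol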
Target sequence (P07550 whole entry, looked up): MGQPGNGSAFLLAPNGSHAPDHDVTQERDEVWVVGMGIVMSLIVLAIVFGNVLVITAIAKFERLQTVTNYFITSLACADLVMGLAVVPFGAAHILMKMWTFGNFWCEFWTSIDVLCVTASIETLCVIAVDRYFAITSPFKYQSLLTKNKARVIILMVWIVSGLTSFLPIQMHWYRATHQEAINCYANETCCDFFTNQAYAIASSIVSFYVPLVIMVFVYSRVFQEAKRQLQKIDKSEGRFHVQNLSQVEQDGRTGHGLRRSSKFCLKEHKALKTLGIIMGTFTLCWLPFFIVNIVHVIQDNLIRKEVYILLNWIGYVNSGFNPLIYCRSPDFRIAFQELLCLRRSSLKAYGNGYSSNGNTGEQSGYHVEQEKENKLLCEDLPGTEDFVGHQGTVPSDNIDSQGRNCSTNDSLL
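Luminescence read-out: arrestin recruitment to recombinant beta2-AR releases tTA, inducing luciferase. Cells exposed 18 hr at 37 degrees C to up to 46 microM compound; %Activity from corrected signal, concentration-response curves classified by r2, magnitude and efficacy.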
FH mod – Identification of activators of human fumarate hydratase by quantitative high-throughput screening; AID 1347055, 2019; FH coupled MDH/diaphorase resazurin fluorescence, 15 min; Fumarate hydratase, mitochondrial (Homo sapiens), P07954; Potency, µM (titrated, usually from 79.9 µM), inactives show top-dose activity change, negative = inhibition, usual class: inhibitors; 54,000 tested, 0.22% active; further: potency means the concentration at half of the fitted maximal effect; on the % scale 0 is the no-effect control and ±100 the full control effect; the screen sought activators but most active calls are inhibition curves; nearly all actives have a fitted effect of over 45% in size
p53null 32C kill – kills p53 null cells at the permissive temperature; H1299-neo p53 null cells, ATP luminescence, 24 h, 32C; Potency, µM (doses to about 46.1 µM), inactives show at the top dose activity change, negative = cytotoxicity, most hits filed as cytotoxic; 55,000 tested, 0.62% active;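 further: potency means the concentration at half of the fitted maximal effect; 0% = DMSO only and -100% = full killing by 100 µM tamoxifen; nearly all actives have a fitted effect of over 55% in size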
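ATP-content luminescence in p53-null H1299-neo cells after 24 h compound exposure (up to 46 uM) at 32C permissive temperature; 0% and 100% killing set by DMSO and 100 uM tamoxifen; Hill-equation AC50.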
p53null 39C kill – selectivity test: cytotoxicity in p53 null cells, nonpermissive temperature; H1299 p53-null (neo) cells, 39C, ATPlite viability, 24 h; Potency, µM (highest dose often 46.1 µM), for inactives: at the top dose activity, negative = cell killing, usual class: cytotoxic; 55,000 tested, 0.97% active; AID 904;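 further: potency means the concentration at half of the fitted maximal effect; 0% = DMSO only and -100% = full killing by 100 µM tamoxifen; nearly all actives have a fitted effect of over 50% in size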
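Following overnight plating at 37C (600 cells/well), H1299-neo or H1299-p53A138V cells are dosed up to 46 uM. Incubation lasts 24 hr at 39C before ATP detection.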
TSG101-PTAP inh – TSG101-PTAP interaction inhibition, HIV-1 budding; Fluorescence polarization, FITC-PTAP peptide/Tsg101, 20 min; Potency, µM (titrated, usually from 115 µM), inactives show at the top dose activity change, negative = inhibition, hits mostly inhibitors; 44,000 tested, under 10 active; further: potency means the concentration at half of the fitted maximal effect; 0% is about no effect
Target sequence (Q99816 whole entry, looked up): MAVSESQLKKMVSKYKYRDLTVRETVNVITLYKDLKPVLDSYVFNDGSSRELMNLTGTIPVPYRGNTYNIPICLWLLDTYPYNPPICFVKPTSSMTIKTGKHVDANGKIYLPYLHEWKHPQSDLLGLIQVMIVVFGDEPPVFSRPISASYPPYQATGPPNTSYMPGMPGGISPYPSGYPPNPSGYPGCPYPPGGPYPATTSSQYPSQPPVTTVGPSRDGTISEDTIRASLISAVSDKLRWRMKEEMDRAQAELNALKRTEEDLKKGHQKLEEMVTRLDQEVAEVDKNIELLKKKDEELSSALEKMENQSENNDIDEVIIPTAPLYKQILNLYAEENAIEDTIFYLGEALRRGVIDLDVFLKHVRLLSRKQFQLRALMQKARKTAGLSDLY
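qHTS FP binding, 20 min r.t.: 10 uM Tsg101 domain + 50 nM FITC-PTAP peptide, pH 7.5 HEPES buffer with TCEP and EDTA.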
NTMT1 inh – inhibitors of human N-terminal methyltransferase NTMT1 | AID 1645870 | Potency, µM (series often up to 114 µM), for the others: at the highest dose activity change, negative = inhibition, hits mostly inhibitors | NTMT1 MTase-Glo SAH luminescence, purified enzyme | 59,000 tested, 2.5% active | Q9BV86;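 further: potency means the concentration at half of the fitted maximal effect; plate controls were DMSO vehicle for no effect and no enzyme for full effect; nearly all actives have a fitted effect of over 65% in size; many of its hits are not listed in these tables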
Target sequence (Q9BV86 whole entry, looked up): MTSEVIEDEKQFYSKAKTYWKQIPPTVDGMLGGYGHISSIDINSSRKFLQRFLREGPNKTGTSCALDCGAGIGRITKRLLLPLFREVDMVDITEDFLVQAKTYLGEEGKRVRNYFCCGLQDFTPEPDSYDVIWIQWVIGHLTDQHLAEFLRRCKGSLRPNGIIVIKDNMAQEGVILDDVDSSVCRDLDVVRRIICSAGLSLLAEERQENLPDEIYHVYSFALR
GALK inhibitor – inhibitors of human galactokinase (GALK). P51570. recombinant GALK, Kinase-Glo ATP luminescence, 1 h. Potency, µM (titrated, usually from 57.5 µM), without a hit: at the top dose activity, negative = inhibition, most hits filed as inhibitors. 44,000 tested, under 10 active;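 further: plate controls were full GALK reaction for no effect and reaction lacking GALK for full effect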
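Reactions with and without enzyme served as controls. GALK at 5 nM phosphorylates 100 uM galactose using 35 uM ATP (HEPES pH 8.0, Mg2+) for 1 h at RT, with luminescence read 10 min after adding Kinase-Glo Plus.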
Active calls of the source: *; ? = inconclusive; · = not tested or not shown; [ ] = dose if it differs, or a comment. The call rests on the fitted dose curve; in most records, active means well fitted curve in the direction sought with a large enough effect; inconclusive means small, poorly fitted or top-dose-only effect, or another doubt; inactive means no such curve, though single readings can be large; an effect the other way counts as inactive or inconclusive.

SMILES | B2AR arrestin ag | FH mod | p53null 32C kill | p53null 39C kill | TSG101-PTAP inh | NTMT1 inh | GALK inhibitor
Cc1ccc(Cn2c(CCCNC(=O)C3CCCCC3)nc3ccccc32)cc1 | -2% | -13% | 19% | -6% | -6% | -7% | 1%
O=C(c1ccco1)n1nc(-c2ccccc2)nc1NCc1ccccc1Cl | -2% | -12% | 5% | -19% | 1% | 12% | 5%
CC1CCN(S(=O)(=O)c2nnc(NC(=O)c3cccc(Cl)c3)s2)CC1 | 0% | -2% | -2% | 10% | 3% | 4% | -1%
CCC(=O)N1CCc2cc(CNS(=O)(=O)c3ccc(NC(=O)CC(C)C)cc3)ccc21 | 0% | -10% | 20% | ? | 1% | -8% | -5%
COCCNC(=O)CCCn1c(SCC(=O)NCc2ccc(C)cc2)nc2c(sc3ccccc32)c1=O | -2% | -9% | 1% | 0% | -4% | 3% | 9%
CCCCN(CCCC)CCNC(=O)c1cn(CC)c2ccc(S(=O)(=O)N(C)C3CCCCC3)cc2c1=O | 0% | -34% | 3% | ? | 1% | -24% | 9%
O=C(Nc1cccc(-c2nc3cccnc3s2)c1)c1cccc(Br)c1 | 2% | ? | 4% | 13% | 5% | 6% | 4%
Cc1cc(=O)n2[nH]c(NC(=O)c3cccc(Cl)c3)nc2n1 | -1% | -11% | -4% | -14% | 1% | 9% | 2%
CC(C)(C)c1ccc(C(=O)NNc2ncnc3c2cnn3-c2ccccc2)cc1 | -1% | 10% | -11% | 26% | -5% | 10% | 0%
O=C(NCCc1ccc(Cl)cc1)c1nnc(Cc2ccc(Cl)cc2Cl)o1 | -2% | 1% | -1% | 13% | 5% | 9% | -7%
CCOc1cccc(NC(=O)C2CC(=O)N(CC)C(=Nc3ccc(F)cc3)S2)c1 (configuration not stated) | -2% | -22% | 14% | ? | -7% | 10% | -1%
Cc1ccc(CCNC(=O)CCn2c(=O)c3cccn3c3ccc(F)cc32)cc1 | -1% | 6% | 6% | 46%[activator] | -7% | 5% | -2%
CCC(=O)Nc1cccc(C(=O)OCc2cc(=O)n3nc(CC)sc3n2)c1 | -1% | -8% | -19% | -6% | -4% | -5% | 1%
Cn1c(=O)c2c(SCC(=O)NCC3CCCO3)nc(-c3cccc(F)c3)nc2n(C)c1=O (configuration not stated) | -1% | 7% | -2% | 9% | 0% | -1% | -6%
CCC(=O)N1CCc2cc(S(=O)(=O)CCC(=O)NCc3cccc(OC)c3)ccc21 | 0% | -7% | 5% | 13% | -3% | -1% | 1%
CCOC(=O)c1ccc(N2C(=O)c3n[nH]c(-c4ccco4)c3C2c2ccc(C(=O)OC)cc2)cc1 (configuration not stated) | 11% | ? | 49%[activator] | 69%[activator] | 2% | 0% | 8%
O=C(NC1CCCCC1)c1ccc2c(c1)sc1nc(-c3ccc(F)cc3)cn12 | 0% | 7% | 3% | 2% | -2% | -12% | 2%
CC(=O)Nc1ccc(NS(=O)(=O)c2ccc3c(c2)CCCN3C(C)=O)cc1 | 0% | -4% | -5% | 0% | 0% | 18% | 6%
CCOc1ccc(CCNC(=O)CCCc2cc(-c3ccc(OCC)cc3)on2)cc1 | 1% | 1% | 1% | -11% | 0% | -3% | -2%
CCC(=O)Oc1ccc(C2Nc3ccccc3-c3nnc(SC)nc3O2)cc1 (configuration not stated) | 0% | -15% | -1% | -1% | -1% | 40%[activator] | 2%
COc1ccc(OC)c(NC(=O)c2cc(-c3ccc(Cl)s3)nc3ccccc23)c1 | 1% | -12% | -11% | -28% | 1% | 19% | 5%
COc1ccc(CCC(=O)NCc2ccc3c(c2)CCN3C(=O)c2ccccc2)cc1 | 0% | 5% | 0% | 14% | 2% | 1% | -2%
Cc1ccc(NC(=O)Cn2c(=O)n(Cc3ccco3)c(=O)c3ccccc32)c(C)c1 | 1% | 2% | 6% | -10% | 0% | 10% | 2%
COc1ccc(CCNC(=O)NCc2noc3ccc(C)cc23)c(OC)c1 | 1% | 4% | -5% | -15% | -5% | 8% | 0%
CCc1ccc(CNC(=O)CCN2C(=O)COc3ccccc32)cc1 | -1% | -1% | -8% | 0% | 0% | 8% | -1%
Cc1ccc(-c2[nH]c3c(c2-c2c(-n4cccc4)n(C)c(=O)[nH]c2=O)c(=O)[nH]c(=O)n3C)cc1 | -1% | -8% | -4% | -4% | -7% | 4% | 0%
O=C(c1ccccc1)c1ccc2nc(Nc3ccccc3Cl)c3nncn3c2c1 | 1% | -5% | -15% | 2% | -4% | 3% | 1%
O=C(CSc1nc2c(cnn2-c2ccc(F)cc2)c(=O)[nH]1)Nc1ccc(Br)cc1 | 1% | -14% | -3% | -11% | -4% | -11% | -5%
CC(C)NC(=O)C1CCC(Cn2c(=O)c3sccc3n(Cc3ccc(F)cc3)c2=O)CC1 (configuration not stated) | -1% | 3% | 0% | 4% | -1% | 8% | -2%
Cc1nc(-c2ccc(C)c(N3CCN(C(=O)Nc4ccc(Br)cc4)CC3)c2)no1 | 0% | -8% | 1% | 9% | -1% | ? | 2%
COc1cccc(CNC(=O)CCC(=O)N2CC(C)Sc3ccccc32)c1 (configuration not stated) | 4% | 1% | -5% | -15% | 2% | -2% | -7%
CCCCN(C)S(=O)(=O)c1ccc(C(=O)Nc2sc3c(c2C(=O)OCC)CCN(C(C)C)C3)cc1 | 2% | -12% | 15% | 10% | 39%[activator] | 1% | -2%
O=C(COc1ccc(Cl)cc1)Nc1nnc(S(=O)(=O)N2CCCCCC2)s1 | 2% | -6% | 12% | 16% | -4% | 11% | 3%
CC(=O)Nc1nonc1-c1nnc(SCc2cccc(Br)c2)n1C | 0% | -13% | -4% | -26% | 2% | ? | 3%
COc1ccccc1C1CC(=O)NC(C)=C1C(=O)OC1CCCCCC1 (configuration not stated) | -2% | -1% | 23% | -6% | 4% | 5% | 0%
CCC(Sc1ncc(S(=O)(=O)c2ccc(C)cc2)c(=O)[nH]1)C(=O)Nc1cc(C)ccc1C (configuration not stated) | -2% | -8% | 3% | 4% | -10% | ? | ?
Cc1ccc(C)c(N2CCN(C(=O)CCCn3ncn4c(cc5occc54)c3=O)CC2)c1 | -3% | -32% | 46%[activator] | 3% | 1% | -3% | 3%
COc1ccc(CNc2nc3c(-c4ccc(C)cc4)nnn3c3ccccc23)cc1 | 0% | 2% | -4% | -10% | 4% | 10% | 8%
Cc1nc2cc(C(=O)NCCC3=CCCCC3)ccc2n1-c1ccc(Br)cc1 | 8% | ? | 43%[activator] | 21% | -1% | 2% | -2%
COc1ccccc1NC(=O)c1sc2nc(C)c(C(=O)Nc3ccc(C)cc3C)c(-c3ccc(C)o3)c2c1N | 1% | -14% | 5% | -8% | 9% | 14% | -7%
Cc1ccc(NCc2cccn2-c2nnc(N3CCC(C(=O)NC(C)C)CC3)s2)cc1 | 0% | -8% | 8% | 0% | -4% | 89µM* | -2%
CCOc1ccc(-c2cc(-c3nc(-c4cc(OC)c(OC)c(OC)c4)no3)[nH]n2)cc1Cl | 2% | -5% | -2% | -18% | 2% | -22% | 0%
CCOC(=O)c1c(S(=O)(=O)N2CCCC(C(=O)NCc3ccc(Cl)cc3)C2)c(C)n(C)c1C (configuration not stated) | -3% | -15% | 3% | 1% | -3% | 13% | 0%
Cc1ccc(Cn2c(C)c3cnn(CC(=O)NCc4ccccc4)c(=O)c3c2C)cc1 | -3% | -9% | 16% | -12% | -10% | ? | 1%
COc1ccc(CN2COc3ccc4c(-c5ccc(OC)cc5)cc(=O)oc4c3C2)cc1 | 1% | · | 1% | 10% | 4% | · | 7%
Cc1ccc(SCc2nc(-c3ccc(C(=O)NCC(C)c4ccccc4)cc3)oc2C)cc1 (configuration not stated) | 1% | 13% | -1% | 20% | 1% | 3% | 2%
O=c1[nH]c2ccc(NCc3ccc(-c4ccc(F)cc4)o3)cc2[nH]1 | -2% | -30% | -9% | -11% | 1% | -5% | 3%
CCN(CC)c1ccc(C(=O)NCc2ccc3c(c2)CCN3C(=O)c2ccc(F)cc2)cc1 | 1% | -13% | 7% | 17% | 1% | 2% | 2%
O=C(Cc1ccc(-c2ccccc2)cc1)NCCS(=O)(=O)N1CCN(c2ccc(F)cc2)CC1 | 0% | 2% | -1% | 13% | -6% | 21% | -2%
COc1ccc(S(=O)(=O)NCCc2csc(-c3ccc(F)cc3)n2)cc1 | 0% | -29% | -3% | 1% | -4% | 0% | 0%
Cc1nn(C(=O)c2ccccc2F)c(C)c1S(=O)(=O)N1CCOCC1 | -1% | 1% | 3% | ? | 0% | 9% | 1%
Clc1ccc(CSc2nc(NCCc3ccccc3)c3ccccc3n2)cc1 | -4% | -9% | -16% | -12% | -1% | -1% | 1%
COc1ccc(NC(=O)c2oc3ccc(S(=O)(=O)N4CCCCC4)cc3c2C)cc1 | -1% | -9% | 8% | 22% | -3% | 0% | 1%
CN(Cc1ccc(F)cc1)S(=O)(=O)c1nnc(NC(=O)c2ccccc2Cl)s1 | 0% | -8% | -11% | -20% | -3% | 17% | 0%
O=C(Cn1c(=O)oc2cc(S(=O)(=O)N3CCCCC3)ccc21)Nc1cccc(Cl)c1 | 0% | 5% | -11% | -21% | -2% | 18% | -4%
CCOC(=O)C(C)NC(=O)c1c2c(nc3ccccc13)C(=O)N(C1CCCCC1)C2 (configuration not stated) | 0% | -14% | 9% | -3% | 1% | -6% | 3%
Cc1cc(C)c(Cn2cnc3nc4c(cc3c2=O)CCCC4)c(C)c1 | 0% | -9% | -2% | -1% | -2% | 0% | 2%
COc1cccc(NC(=O)Cn2nnc(C(=O)NCc3cccs3)c2N)c1 | 0% | 4% | 13% | 21% | -1% | -7% | -1%
Cc1ccc2c(CNC3CCC(C)CC3)c(C(=O)O)n(Cc3cccc(F)c3)c2c1 (configuration not stated) | 1% | ? | -6% | -18% | -2% | 14% | 0%
CC1CCCN(c2ncnc3c2nc2n3CCCCC2)C1 (configuration not stated) | 3% | -1% | -14% | -18% | 0% | ? | -6%

The list is partial. The share of hits here may be higher or lower than overall.
